Assay outcomes deposited in PubChem BioAssay by several laboratories.
PABP1 MLLE inh: inhibitors of microRNA-mediated deadenylation, human PABP1 MLLE binding; GST-MLLE / FITC-PAM2 fluorescence polarization; inhibition, % at 20 µM; hit rate 0.36% among 360,000; AID 588489; in the data active = inhibition above about 35%, passing the limit was not always enough;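 note: plate controls were DMSO wells with GST-MLLE for no effect and wells lacking GST-MLLE protein for full effect; some results filed as inactive read as strong as hits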
E coli Lon inh: inhibitors of E. coli Lon protease. P0A9M0. purified E. coli Lon protease, fluorescence polarization. inhibition, % at 7.94 µM. hit rate 0.42% among 360,000. AID 602123; in the data active = inhibition above about 13%, passing the limit was not always enough;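 note: 0% = enzyme with probe and DMSO and 100% = no enzyme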
TbMetRS inhib: Trypanosoma brucei MetRS inhibition | purified T. brucei MetRS, ATP depletion, Kinase-Glo luminescence | inhibition, % at 11.9 µM | hit rate 0.4% among 360,000 | AID 624268;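 active = inhibition above a per-plate cutoff of the control wells' mean inhibition plus 3 SD, cut at about 5.5% in these data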;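 note: 0% = DMSO wells median and 100% = median of wells with control inhibitor compound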
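assay system = parasite MetRS enzyme | timing = 15 min preincubation, 2 h reaction, all 25 °C | evaluation = percent inhibition relative to median high and low control wells | medium = HEPES buffer containing pyrophosphatase, BSA, spermine, DTT | compound = single dose, 11.9 µM final nominal, 0.9% final DMSO | detection = Kinase-Glo luminescence, ATP depletion format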
FAS TE block: blocks the thioesterase domain of human fatty acid synthase | recombinant FAS-TE, OMFH fluorogenic substrate, fluorescence endpoint | inhibition, % at 15 µM | hit rate 0.67% among 360,000 | AID 602261;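 active = compounds whose normalised, plate-corrected inhibition of enzyme fluorescence in the single-dose primary screen is 50% or more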;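 note: 0% = DMSO with enzyme and 100% = substrate without enzyme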
CSN inh: inhibitors of human CSN-mediated cullin deneddylation. hit rate 0.38% among 360,000. Purified CSN, SCF-Nedd8-OG deneddylation, fluorescence polarization. Q92905. inhibition, % at 12.5 µM;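 active = pattern-corrected inhibition above about 35%, with an unprinted fluorescence ratio check between 0.5 and 1.5, limit read from the data, passing the limit was not always enough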;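 note: 0% = enzyme with substrate and 100% = substrate without enzyme; some results filed as inactive read as strong as hits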
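Test system: purified human Csn5 enzyme expressed in HEK293T cells. Amount: 0.24 nM enzyme. Reagent: SCFSkp2-Nedd8OG substrate at 10 nM final. Schedule: 90 min incubation of compound, enzyme and substrate at room temperature. Detection: fluorescence polarization. Read-out: % inhibition of substrate cleavage by Csn5.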
Neddyl block: cullin neddylation inhibition; calls only at 25 µM; hit rate 0.58% among 360,000; TR-FRET cullin neddylation, biochemical; P61081+Q13564; in the data active = inhibition above about 36%
bovine MsrA act: activates bovine MsrA enzyme; purified bovine MsrA, absorbance read-out; activation, % at 10.6 µM; hit rate 0.3% among 360,000; AID 602163; in the data active = activation above about 7.5%;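 note: 0% = vehicle and 100% = reference activator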
Rin1-Abl PPI inh: human Rin1-Abl interaction inhibition; TR-FRET Rin1/Abl binding, biochemical; inhibition, % at 7.35 µM; hit rate 0.4% among 360,000; AID 588664; in the data active = inhibition above about 5%, passing the limit was not always enough
MsrA inh: inhibitors of bovine MsrA. purified bovine MsrA, absorbance read-out. inhibition, % at 15.5 µM. hit rate 0.75% among 360,000. AID 651718; in the data active = inhibition above about 4.5%;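 note: 0% = vehicle wells with enzyme and 100% = reference inhibitor wells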
An asterisk follows results filed as active; i = inactive; x = no result given.

Letters – A = PABP1 MLLE inh; B = E coli Lon inh; C = TbMetRS inhib; D = FAS TE block; E = CSN inh; F = Neddyl block; G = bovine MsrA act; H = Rin1-Abl PPI inh; I = MsrA inh
COc1cccc(-c2nc(CCl)cs2)c1
  A = 6	B = -13	C = -1.4	D = 7	E = -9	F = i	G = -10	H = -9	I = -1.4

Cc1cnn(C(=O)Cn2nc(C(F)F)c(Br)c2C)c1
  A = -6	B = 6	C = -0.5	D = -7	E = -3	F = i	G = -4	H = 0	I = -0.5

CCCC(C)C(=O)Nc1cccc(NC(C)=O)c1 (stereo not drawn)
  A = 13	B = 2	C = -0.1	D = -6	E = -2	F = i	G = 0	H = 3	I = 0.5

COc1cccc2c(=O)n(CC(=O)NC3CCCCC3)ccc12
  A = -7	B = -6	C = 0.2	D = 0	E = 4	F = i	G = -2	H = -2	I = 2.3

COc1ccc(N2CCN(C(CNC(=O)c3cccc(Cl)c3)c3cccnc3)CC2)cc1 (stereo not drawn)
  A = 0	B = -5	C = -0.4	D = 1	E = -9	F = i	G = 4	H = 2	I = -0.6

COc1ccc(/C=N/NC(=O)Cc2ccc(Cl)cc2)cc1OC
  A = 8	B = 1	C = -0.2	D = -1	E = 7	F = i	G = -5	H = -1	I = 0.1

Cc1cccc(OCc2nnc(SCC(=O)N(C)C3CCCCC3)o2)c1
  A = 15	B = -6	C = 0.1	D = 8	E = -2	F = i	G = 0	H = 2	I = -1.0

CCCNc1nc2c(c(=O)n(C)c(=O)n2C)n1Cc1cccc(C)c1
  A = 4	B = -9	C = -0.6	D = -4	E = 4	F = i	G = -2	H = -4	I = -0.4

O=C(CCCCn1c(=O)c2ccccc2n(Cc2ccccc2)c1=O)NC1CCN(Cc2ccccc2)CC1
  A = -1	B = -5	C = 1.3	D = 1	E = 3	F = i	G = 1	H = 6	I = -0.2

O=C(Nc1ccccn1)c1ccc2c(c1)OCO2
  A = 1	B = 5	C = -1.4	D = -5	E = 1	F = i	G = 0	H = -4	I = 0.8

COc1ccc(OC)c(NC(=O)C(C#N)=Cc2ccco2)c1
  A = -17	B = -20	C = 0.2	D = -2	E = -3	F = i	G = -5	H = -1	I = 2.2

COc1ccc(N2C(=O)C3CCCN3C2c2ccccc2)cc1 (stereo not drawn)
  A = -13	B = 16*	C = -0.3	D = -6	E = -2	F = i	G = 1	H = -1	I = 0.3

CN(C)S(=O)(=O)N1CCN(C(=O)N2CCCCCC2)CC1
  A = -12	B = 5	C = 0.3	D = -8	E = 0	F = i	G = 0	H = -1	I = 0.4

CC1CN(Cc2ccccc2)c2nc3c(c(=O)n(CC(=O)O)c(=O)n3C)n2C1 (stereo not drawn)
  A = 4	B = -12	C = -1.3	D = -8	E = 1	F = i	G = -12	H = 0	I = -1.0

NC(=O)CC(NC(=O)Cc1cccc2ccccc12)c1ccc(NCCOc2ccccc2)c([N+](=O)[O-])c1 (stereo not drawn)
  A = -18	B = -5	C = -0.6	D = -13	E = 2	F = i	G = -8	H = 1	I = 1.0

CCc1cc2c(SCC(=O)Nc3ccc(NC(C)=O)cc3)ncnc2s1
  A = -5	B = -24	C = -0.2	D = -7	E = 3	F = i	G = -1	H = -11	I = -0.4

CC(=O)NC(CCS(C)(=O)=O)C(=O)N1CCc2ccccc21 (stereo not drawn)
  A = 3	B = -12	C = -0.5	D = -8	E = 2	F = i	G = 3	H = 5	I = -0.5

Cc1ccc(S(=O)(=O)N(C)C)cc1NC(=O)COC(=O)/C=C/c1ccc2ccccc2n1
  A = -24	B = 7	C = -0.5	D = -6	E = -6	F = i	G = -11	H = -3	I = 0.5

Cc1cc(N2CCN(C(=O)c3ccco3)CC2)nc(-c2ccccc2)n1
  A = 9	B = 2	C = -0.4	D = -4	E = 5	F = i	G = -2	H = 0	I = -0.2

CCS(=O)(=O)N1CCC2(CC1)OCCN2S(=O)(=O)c1ccccc1
  A = -10	B = 9	C = -0.2	D = -8	E = 0	F = i	G = -3	H = 2	I = 0.3

CCSc1nc(-c2ccc(OC)cc2)cc(-c2ccccc2)c1C#N
  A = -9	B = -2	C = 0.0	D = 26	E = -2	F = i	G = -3	H = -1	I = 0.4

C=C1C(=O)CC2=C1[C@](Cc1ccc(F)cc1)(C(=O)OC)N(C(=O)c1ccccc1)C2
  A = x	B = -7	C = -0.7	D = -4	E = 3	F = i	G = -3	H = x	I = 0.1

CC(C)(C)c1ccc(C(=O)NCCC(=O)NNC(=O)COc2ccc(F)cc2)cc1
  A = 2	B = -5	C = -0.2	D = -5	E = 4	F = i	G = -3	H = 2	I = -0.7

O=C(CNC(=S)N(Cc1ccc(F)cc1)C1CCCCC1)NC1CC1
  A = -136	B = 1	C = -0.7	D = -5	E = -9	F = i	G = -4	H = -6	I = -0.5

O=C(O)c1ccc2c(=O)n3c(nc2c1)/C(=C/c1ccccc1Br)CC3
  A = -12	B = -3	C = -0.5	D = 0	E = 3	F = i	G = -4	H = 0	I = 1.2

CC(=O)Nc1ccc(NC(=O)C2CCN(C(=O)c3cccs3)CC2)cc1
  A = 9	B = 1	C = -0.1	D = -9	E = 0	F = i	G = -3	H = 47*	I = -0.3

CCCCN(C(=O)Cn1nnc2ccccc21)C(C(=O)NCCOC)c1cccs1 (stereo not drawn)
  A = -1	B = -14	C = -0.3	D = -2	E = -4	F = i	G = 1	H = 1	I = -0.2

CC(=NO)c1ccc2c(c1)Cc1cc([N+](=O)[O-])ccc1-2
  A = -1	B = -2	C = 0.2	D = -61	E = 4	F = i	G = -5	H = 4	I = 0.7

NNC(=O)c1ccc(COCC(F)(F)C(F)F)cc1
  A = -23	B = -2	C = -0.4	D = -1	E = 2	F = i	G = 0	H = 2	I = 0.3

O=C(CC12CC3CC(CC(C3)C1)C2)NCc1ccncc1
  A = -6	B = -7	C = -0.9	D = -2	E = -4	F = i	G = -10	H = 6	I = 0.2

O=S(=O)(N/N=C\C=C\c1ccccc1)c1ccc(Br)cc1
  A = -36	B = 8	C = 0.0	D = 10	E = -2	F = i	G = -6	H = -2	I = 4.5

COc1ccc(Cc2nc3c([nH]2)c(=O)n(C)c(=O)n3C)cc1OC
  A = 7	B = -7	C = -0.3	D = -2	E = 1	F = i	G = -1	H = 3	I = -0.1

Cc1ccc(-c2nc3c4ccccc4ccn3c2CC2CCCCC2)cc1
  A = x	B = 1	C = -1.7	D = 15	E = 3	F = i	G = -15	H = x	I = 1.0

Cc1cc(NC(=O)c2ccc(Cl)cc2Cl)n(-c2ccccc2)n1
  A = 11	B = 5	C = -0.1	D = -6	E = 2	F = i	G = -3	H = -4	I = -0.2

O=C(NCc1ccccn1)c1ccc(S(=O)(=O)Nc2ccccc2F)cc1
  A = -7	B = 0	C = -0.3	D = -2	E = 5	F = i	G = -4	H = -1	I = -1.3

C=Cn1cc(CNC[C@H]2O[C@@H](n3cc(C)c(=O)[nH]c3=O)C[C@@H]2O)c(C)n1
  A = 7	B = -1	C = 0.0	D = -7	E = -2	F = i	G = -1	H = 0	I = 2.4

CCOc1ccc(CCNC(=O)CCC(=O)Nc2ccc3nc(N4CCN(C)CC4)cc(C)c3c2)cc1OCC
  A = -3	B = -1	C = 0.3	D = -2	E = 2	F = i	G = -2	H = -4	I = 0.3

O=C(O)/C=C/c1ccccc1Oc1ccc(Cl)cc1Cl
  A = 4	B = 3	C = -0.1	D = -14	E = 4	F = i	G = -10	H = 0	I = -0.2

CCOC(=O)N1CCN(C(=O)c2ccc(NS(=O)(=O)c3ccc(F)cc3)cc2)CC1
  A = 0	B = 1	C = 0.0	D = -1	E = -3	F = i	G = -4	H = -1	I = 0.7

CCOc1ccc(CCNC(=O)CN2C(=O)NC3(CCCCCC3)C2=O)cc1OCC
  A = 0	B = 6	C = -0.3	D = -8	E = -3	F = i	G = -2	H = 0	I = -0.6

O=C(Nc1ccc(C(F)(F)F)cc1)C1(c2ccccc2)CC1
  A = -50	B = -1	C = -0.5	D = 21	E = -5	F = i	G = 1	H = -3	I = 0.1

CC(C)(C)S(=O)N1Cc2cc(C(=O)NCc3ccc4c(c3)OCO4)nc(-c3cccc(-c4ccncc4)c3)c2[C@H]1CCO (stereo partly drawn)
  A = -12	B = -8	C = 0.9	D = -10	E = 0	F = i	G = -4	H = 6	I = -0.7

Cc1cccc2c1-c1sc(C(=O)Nc3ccccc3N3CCN(C)CC3)cc1CO2
  A = 1	B = 2	C = -0.1	D = 21	E = -3	F = x	G = -2	H = -7	I = -0.1

COc1ccc(-c2noc(CN(C)C(=O)c3ccoc3C)n2)cc1OC
  A = 2	B = -10	C = -1.4	D = -2	E = 0	F = i	G = -7	H = 3	I = 0.3

CC(OC(=O)CCSc1ccccc1)C(=O)Nc1ccc(S(N)(=O)=O)cc1 (stereo not drawn)
  A = 7	B = 0	C = 0.2	D = -1	E = 2	F = i	G = 3	H = 0	I = 0.2

Cc1ccc(Nc2nc3ccc(Cl)cc3n3cnnc23)cc1F
  A = -4	B = -29	C = -1.0	D = 5	E = 1	F = x	G = -6	H = 2	I = -0.1

CCC(Sc1ncnc2c1c(-c1ccccc1)cn2-c1ccc(OC)cc1)C(=O)OC (stereo not drawn)
  A = 6	B = 1	C = -0.3	D = 27	E = -11	F = i	G = -3	H = 1	I = 1.2

CC(OC(=O)c1ccco1)C(=O)NCc1ccc2c(c1)OCO2 (stereo not drawn)
  A = -21	B = -13	C = -0.1	D = -4	E = 8	F = i	G = -3	H = 2	I = 1.6

Part of the list above, with values under each structure:
The line under a structure holds: PABP1 MLLE inh	E coli Lon inh	TbMetRS inhib	FAS TE block	CSN inh	Neddyl block	bovine MsrA act	Rin1-Abl PPI inh	MsrA inh
- CCCCN(C(=O)Cn1nnc2ccccc21)C(C(=O)NCCOC)c1cccs1 (stereo not drawn)
  -1	-14	-0.3	-2	-4	i	1	1	-0.2
- CC(=NO)c1ccc2c(c1)Cc1cc([N+](=O)[O-])ccc1-2
  -1	-2	0.2	-61	4	i	-5	4	0.7
- NNC(=O)c1ccc(COCC(F)(F)C(F)F)cc1
  -23	-2	-0.4	-1	2	i	0	2	0.3
- O=C(CC12CC3CC(CC(C3)C1)C2)NCc1ccncc1
  -6	-7	-0.9	-2	-4	i	-10	6	0.2
- O=S(=O)(N/N=C\C=C\c1ccccc1)c1ccc(Br)cc1
  -36	8	0.0	10	-2	i	-6	-2	4.5
- COc1ccc(Cc2nc3c([nH]2)c(=O)n(C)c(=O)n3C)cc1OC
  7	-7	-0.3	-2	1	i	-1	3	-0.1
- Cc1ccc(-c2nc3c4ccccc4ccn3c2CC2CCCCC2)cc1
  x	1	-1.7	15	3	i	-15	x	1.0
- Cc1cc(NC(=O)c2ccc(Cl)cc2Cl)n(-c2ccccc2)n1
  11	5	-0.1	-6	2	i	-3	-4	-0.2
- O=C(NCc1ccccn1)c1ccc(S(=O)(=O)Nc2ccccc2F)cc1
  -7	0	-0.3	-2	5	i	-4	-1	-1.3
